# Screening data deposited in PubChem BioAssay by National Center for Advancing Translational Sciences (NCATS).
# PKM2 act = activators of human pyruvate kinase M2. 260,000 compounds, 0.34% hits. P14618. Potency, µM (top dose mostly 57.5 µM), for inactives: top-dose activation, hits mostly activators. AID 1631. purified PKM2, Kinase-Glo ATP luminescence, activation; response scale: 0% is enzyme alone, no compound; note: potency is the fitted concentration of half-maximal effect; % is set by controls: 0 for no effect and ±100 for the full control effect; nearly all actives have a fitted effect of over 55% in size
#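 ATP formation by purified human PK-M2, quantified via coupled luciferase luminescence after 1 h at room temperature with 0.1 mM ADP and 0.5 mM PEP final.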
# MLL CXXC-DNA inh = MLL CXXC-DNA interaction inhibition; MLL-CXXC / FITC-HOXA9 DNA fluorescence polarization; Q03164; Potency, µM (doses to about 115 µM), inactives show top-dose activity change, negative = inhibition, usual class: inhibitors; 290,000 compounds, 0.037% hits; active = well fitted inhibition curve with a large enough effect in the polarisation, with a control signal flat, not every such curve was filed as active; inconclusive = small, poorly fitted or top-dose-only effect, or effect the other way, or a change in a side signal; inactive = no such curve, though single readings can be large or run the other way; the % refers to the polarisation; note: potency is the fitted concentration of half-maximal effect
#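 Steps: dispense CXXC domain solution (7 uM) → pin compounds or unlabeled HOX-A9 DNA control → 5 min ambient → add FLSN-HOX-A9 solution (50 nM) → spin → 30 min ambient → fluorescence polarization. Tris pH 7.5/NaCl/DTT/BSA buffer.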
# KCNH2 3.1 inh = KCNH2 3.1 (human) potassium channel inhibition; U2OS KCNH2 3.1, thallium flux FluxOr; active compounds read low; activity change, % (tested at about 1.8 µM); 340,000 compounds, 0.95% hits; AID 720553;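 active = maximum activity change below -70%; inconclusive = maximum activity change from -70% to -50%; inactive = maximum activity change above -50%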;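 note: thallium influx rate constant from kinetic fluorescence after stimulation buffer; % is set by controls: 0 for no effect and ±100 for the full control effect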
#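 Thallium flux read-out: FluxOr dye with Red40 quencher in HBSS/HEPES, 45 min at RT. Rate constants from kinetic reads were normalized to positive and negative DMSO controls. Cells: U2OS virally expressing the 3.1 isoform.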
# Menin-MLL TR inh = inhibitors of human menin-MLL interaction, mutant MLL peptide; O00255; Menin + Texas Red MLL mutant peptide, fluorescence polarization; Potency, µM (highest dose often 61.6 µM), inactives show top-dose FP activity change, negative = inhibition, actives largely listed as inhibitors; 270,000 compounds, 0.23% hits; AID 1768; active = well fitted inhibition curve with a large enough effect in the polarisation, with a control signal flat, not every such curve was filed as active; inconclusive = small, poorly fitted or top-dose-only effect, or effect the other way, or a change in a side signal; inactive = no such curve, though single readings can be large or run the other way; the % refers to the polarisation; note: potency is the fitted concentration of half-maximal effect; % of control where 0% means no effect; many of its hits are not listed in these tables
# Target sequence (O00255 whole entry, looked up): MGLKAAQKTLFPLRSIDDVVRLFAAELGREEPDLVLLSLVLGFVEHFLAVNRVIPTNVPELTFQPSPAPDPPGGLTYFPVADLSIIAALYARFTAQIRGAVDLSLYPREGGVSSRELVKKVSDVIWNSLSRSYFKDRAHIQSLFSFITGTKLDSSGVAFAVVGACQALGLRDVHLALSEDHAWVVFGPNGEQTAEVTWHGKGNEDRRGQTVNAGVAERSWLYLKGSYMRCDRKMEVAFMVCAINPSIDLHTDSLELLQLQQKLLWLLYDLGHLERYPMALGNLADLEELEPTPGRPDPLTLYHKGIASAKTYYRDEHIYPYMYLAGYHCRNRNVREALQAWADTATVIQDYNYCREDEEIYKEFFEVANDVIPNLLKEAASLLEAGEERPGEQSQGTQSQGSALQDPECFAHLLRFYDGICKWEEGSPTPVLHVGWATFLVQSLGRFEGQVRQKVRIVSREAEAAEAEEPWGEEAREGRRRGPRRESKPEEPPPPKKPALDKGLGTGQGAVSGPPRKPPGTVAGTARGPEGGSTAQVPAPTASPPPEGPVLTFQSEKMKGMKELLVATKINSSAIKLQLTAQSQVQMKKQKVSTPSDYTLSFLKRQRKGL
# B2AR arrestin = recruits beta-arrestin to the human beta2-adrenergic receptor. 330,000 compounds, 0.02% hits. P07550. Potency, µM (highest dose often 46.1 µM), for inactives: at the highest dose activation, hits mostly activators. beta-arrestin recruitment to beta2AR, cell-based reporter;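 note: potency is the fitted concentration of half-maximal effect; 0% = DMSO controls and full agonism = EC100 isoproterenol or metaproterenol; nearly all actives have a fitted effect of over 65% in size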
# hERG WT inh = KCNH2 (human, wildtype) channel inhibition. U2OS, BacMam KCNH2, thallium flux FluxOr; active compounds read low. activity change, % at 1.84 µM. 340,000 compounds, 0.37% hits. AID 720551;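 active = maximum activity change below -70%; inconclusive = maximum activity change between -70% and -50%; inactive = maximum activity change above -50%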; note: % is set by controls: 0 for no effect and ±100 for the full control effect
#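 U2OS cells transduced with wild-type KCNH2 virus are loaded with FluxOr dye for 45 min, and thallium flux is measured in kinetic reads before and after stimulation buffer. Rate constants are normalized to DMSO controls.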
# Coupling enz = inhibits coupling enzyme system, counter-screen for aldolase hits | coupling enzyme system counterscreen, AmpLite Red fluorescence | activity change, negative = inhibition, % at 58.2 µM, hits read low | 290,000 compounds, 0.67% hits; in the data active = activity change below about -30%; note: % is set by controls: 0 for no effect and ±100 for the full control effect
#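 Counterscreen of the coupled detection system alone, without aldolase: glyceraldehyde-3-phosphate coupling enzymes plus AmpLite Red readout. Compounds at 57.5 uM final, 10 min RT preincubation, 20 min RT reaction, fluorescence 525/598 nm.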
# USP2a inh = inhibitors of human ubiquitin-specific protease USP2a. USP2 core, Ub-CHOP2 coupled fluorogenic reporter, 485/531. 330,000 compounds, 0.01% hits. O75604. Potency, µM (doses to about 38.3 µM), without a hit: at the highest dose activity change, negative = inhibition, hits mostly inhibitors;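 note: potency is the fitted concentration of half-maximal effect; plate controls were DMSO wells for no effect and full inhibition by NEM control for full effect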
#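 Deubiquitinase activity read as fluorescence (485/531 nm) after Ub-CHOP2 cleavage activates the enterokinase reporter on its substrate; USP2 core 10nM, Ub-CHOP2 and substrate 25nM each, 30min compound preincubation then 60min RT; data normalized to NEM, curves fitted.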
# Giardia kill = Giardia lamblia killing | Giardia lamblia trophozoite viability | AID 540267 | 340,000 compounds, 0.15% hits | activity change, % at 7.66 µM, hits read low; in the data active = activity change below about -80%; inconclusive = between about -30% and that limit;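 note: parasites exposed to compound for two days anaerobically before the ATP read; % is set by controls: 0 for no effect and ±100 for the full control effect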
#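 Anaerobic 48 hrs incubation at 37 deg C of 100 trophozoites/well with test compounds; ATPLite 1-Step luminescence, 15-30 min RT, reports cellular ATP as viability.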
# GALK inh = blocks human galactokinase activity | Purified GALK, Kinase-Glo residual ATP luminescence | Potency, µM (highest dose often 57.5 µM), for the others: at the top dose activity change, negative = inhibition, usual class: inhibitors | 270,000 compounds, 0.007% hits | AID 1868; note: potency is the fitted concentration of half-maximal effect; % is set by controls: 0 for no effect and ±100 for the full control effect
# Target sequence (P51570 whole entry, looked up): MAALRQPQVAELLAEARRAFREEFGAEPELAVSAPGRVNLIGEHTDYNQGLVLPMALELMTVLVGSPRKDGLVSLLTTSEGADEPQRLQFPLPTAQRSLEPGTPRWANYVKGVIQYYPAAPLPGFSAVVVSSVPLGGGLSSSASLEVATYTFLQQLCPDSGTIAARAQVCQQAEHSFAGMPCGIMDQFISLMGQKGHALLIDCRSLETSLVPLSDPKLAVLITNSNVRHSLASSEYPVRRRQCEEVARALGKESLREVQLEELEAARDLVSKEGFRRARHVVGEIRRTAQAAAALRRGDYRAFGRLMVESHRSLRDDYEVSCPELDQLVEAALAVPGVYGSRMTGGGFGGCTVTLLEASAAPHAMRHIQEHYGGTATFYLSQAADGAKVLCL
#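 The enzyme phosphorylates galactose (100 uM) using ATP (35 uM); inhibition is detected as higher residual ATP, quantified by bioluminescence after 1 h reaction at room temperature, pH 8.0.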
# TRPV1 agonist = agonists of human vanilloid receptor 1 (TRPV1); Q8NER1; TRPV1-expressing cells, Fluo-8 calcium influx, agonist mode; activation, % at 8.33 µM; 320,000 compounds, 0.19% hits; AID 540275; in the data active = activation above about 80%; inconclusive = between about 30% and that limit; note: 0% is about no effect
#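 Cells expressing TRPV1 were dye-loaded with Fluo-8 and read kinetically: 10 s baseline, 3 min after compound (agonist portion), then 2 min after EC20 capsaicin (allosteric enhancer portion). Calcium-bound dye fluorescence at 480/520 nm.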
# * marks the source's active call; other numbers are inactive results; u = inconclusive; x = no result given; [ ] = another dose, or the depositor's remark. Unless noted, calls come from the whole dose curve; as a rule, active = well fitted curve in the direction sought with a large enough effect; inconclusive = small, poorly fitted or top-dose-only effect, or another doubt; inactive = no such curve, though single readings can be large; an effect the other way counts as inactive or inconclusive. An excerpt. The share of hits here may be higher or lower than overall.
SMILES | PKM2 act | MLL CXXC-DNA inh | KCNH2 3.1 inh | Menin-MLL TR inh | B2AR arrestin | hERG WT inh | Coupling enz | USP2a inh | Giardia kill | GALK inh | TRPV1 agonist
CC1Cc2nc(SCC(=O)N3CCN(c4ccccc4)CC3)n(CCc3ccccc3)c(=O)c2S1 (stereo not given) | 11% | -1% | 0 | -22% | -0.2% | 16 | -6 | -3% | -7 | 1% | -8
Cc1nnc(N/N=C/c2ccc(-c3ccc(Br)cc3)o2)n1N | 0% | 1% | -14 | 4% | -0.1% | -8 | -27 | 6% | -1 | -1% | 1
CCOC(=O)C1=C(C)NC2=C(C(=O)CCC2)C1c1ccsc1 (stereo not given) | -4% | -2% | x | 1% | x | x | 1 | x | x | 0% | 4
O=C(c1ccccc1)N1CCC(CC2CC(c3ccc(Cl)cc3)=NO2)(C(=O)NCC2CCCCC2)CC1 (stereo not given) | 0% | 1% | x | 1% | -1.4% | x | 1 | 0% | -2 | x | -2
CN1C(=O)/C(=C/c2ccc(-c3ccccc3[N+](=O)[O-])o2)SC1=Nc1ccc(Cl)c(C(=O)O)c1 | 26% | -3% | 3 | 5% | -0.5% | 27 | -19 | -1% | 26 | -5% | -1
O=c1[nH][nH]c(C(F)(F)F)c1C=Nc1ccccc1 | -4% | -11% | -7 | 2% | -0.4% | -6 | 2 | 0% | -1 | -1% | 1
COc1ccc(NC(=O)Cc2ccccc2)cn1 | 0% | -1% | 4 | 8% | 0.2% | 11 | -3 | 5% | -20 | -2% | 2
COc1cccc(/C=C2\SC(=S)N(CCCC(=O)N3CCCCC3)C2=O)c1 | -5% | 0% | -17 | -18% | -1.2% | -17 | 1 | -1% | -19 | -3% | 3
COc1ccc(S(=O)(=O)N2CCOCC2)cc1NC(=O)CN1C(=O)NC2(CCCCC2C)C1=O (stereo not given) | x | x | -41 | x | -0.2% | 5 | x | 0% | 20 | x | -2
CCc1cccc(C)c1NC(=O)c1ccoc1C | 17% | 1% | 8 | 3% | 0.2% | -7 | 1 | -5% | -1 | 2% | -3
COc1ccc(S(=O)(=O)N(Cc2ccccc2)c2ccccc2C(=O)Nc2ccccc2C(=O)NCc2ccco2)cc1 | -2% | 7% | 17 | 1% | -0.2% | -14 | 0 | 0% | 9 | 2% | -1
O=C(O)c1ccc2c(c1)C(=O)N(N1C(=O)c3ccccc3C1=O)C2=O | 1% | u | -18 | 7% | -0.1% | -7 | -1 | 3% | 9 | 2% | 0

# More results follow:
SMILES | PKM2 act | MLL CXXC-DNA inh | KCNH2 3.1 inh | Menin-MLL TR inh | B2AR arrestin | hERG WT inh | Coupling enz | USP2a inh | Giardia kill | GALK inh | TRPV1 agonist
O=C(c1ccc(=O)[nH]c1)N1CCN(S(=O)(=O)c2cc(C(F)(F)F)ccc2Cl)CC1 | x | 9% | -15 | -17% | -0.7% | 2 | 0 | 1% | 0 | 0% | 2
O=C(c1cccs1)N1CCCc2ccccc21 | 1% | 1% | 2 | 0% | 0.3% | 12 | -1 | 2% | -2 | -2% | 0
CC1C(=O)N2CCCc3cc(S(=O)(=O)N(C)Cc4ccccc4)cc1c32 (stereo not given) | x | 2% | 3 | -11% | 0.0% | 15 | -1 | 4% | 6 | -2% | 7
Cc1ccc(NC(=O)COc2ccccc2C(=O)NCCN(C)C)cc1 | -13% | -6% | x | -19% | 0.0% | x | -1 | 3% | x | 1% | -5
C=CCn1c(SCc2cccc(OC)c2)nnc1-c1ccncc1 | 1%[11.5 µM] | 8% | -4 | 1% | -0.2% | -12 | 0 | 2% | -5 | -1% | -1
Cc1c(C)c2ccc(OCC(=O)N3CCOCC3)c(C)c2oc1=O | 3% | 3% | -15 | 1% | -0.1% | 4 | 0 | 1% | 11 | -3% | u
CCOC(=O)CNC(=O)Cn1cnc2c(nnn2-c2cccc(OC)c2)c1=O | x | 4% | -2 | 27% | -1.0% | -14 | 3 | 0% | -3 | x | -3
CCN(CC(=O)Nc1ccccc1OC)CC(=O)Nc1ccccc1-c1ccccc1 | -1% | 6% | -4 | -19% | -0.4% | -9 | -1 | 2% | 2 | 6% | 21
CCCn1c(=NC(=O)CCS(=O)(=O)c2ccccc2)sc2cc(S(N)(=O)=O)ccc21 | x | x | -27 | x | -0.2% | 3 | x | 2% | 18 | x | 0
CC1=Nn2c(nc(-c3ccccc3)c2-c2ccccc2)NC(=O)C1Br (stereo not given) | 1% | 4% | x | 7% | -0.6% | -10 | -6 | 1% | -3 | 0% | 2
Cc1ccc(NC(=O)CCN2C(=O)C3CCCCC3C2=O)cc1[N+](=O)[O-] (stereo not given) | x | x | -6 | x | 0.1% | 2 | x | -1% | -7 | x | 7
COc1ccc(CC(=O)Oc2ccc(Br)cc2F)cc1S(=O)(=O)N1CCOCC1 | x | x | -4 | x | -0.2% | 1 | x | 1% | 2 | x | -1

# Continuation:
SMILES | PKM2 act | MLL CXXC-DNA inh | KCNH2 3.1 inh | Menin-MLL TR inh | B2AR arrestin | hERG WT inh | Coupling enz | USP2a inh | Giardia kill | GALK inh | TRPV1 agonist
O=c1c2ccccc2nc(SCc2cn3ccsc3n2)n1-c1ccc(F)cc1 | 1% | 27% | -4 | 7% | 0.0% | 0 | 5 | 1% | -26 | 0% | 6
O=C(Oc1ccc2ccccc2c1)c1cncc(Br)c1 | -6% | 24% | 2 | -21% | -0.1% | 4 | 1 | 3% | 1 | 1% | 17
CN(CC(=O)Nc1ccccc1Br)C(=O)c1ccncc1 | 76% | 13% | -105* | x | 0.0% | 2 | x | 1% | 36[activator] | -4% | -9
O=C(c1ccc(Oc2ccc([N+](=O)[O-])cc2Cl)cc1)N1CCCC1 | -1% | -1% | 3 | -3% | -0.1% | 1 | 1 | 1% | -1 | 8% | -4
CCCC1CC(c2csc(N)n2)CCO1 (stereo not given) | 0% | -9% | 13 | -16% | -0.3% | 8 | 1 | 1% | -8 | -3% | -3
CCOc1ccc(N=C2NC(=O)S/C2=C\c2ccc(OC)cc2)cc1 | -10% | 6% | -7 | 5% | -0.3% | -10 | 4 | 7% | -5 | 1% | 2
Cn1c(/N=C/c2ccc3c(c2)OCO3)nc2ccccc21 | -6% | -2% | 8 | 2% | -0.4% | 22 | 0 | 1% | -1 | 15% | 0
NS(=O)(=O)c1ccc(N2N=C(c3ccccc3)CC2c2cccc(Cl)c2)cc1 (stereo not given) | x | x | -4 | x | -0.1% | 8 | x | -8% | 1 | x | x
CN(C)C(=O)c1cn(-c2ccccc2)nc1-c1cccs1 | 4% | 1% | 17 | -8% | -1.5% | -2 | 4 | 2% | -9 | 1% | 10
CCOc1ccc(NC(=O)CCN2CCN(S(=O)(=O)c3cc(Cl)ccc3OC)CC2)cc1 | 12% | -6% | 0 | 32%[activator] | 0.2% | -4 | -3 | 0% | 8 | 0% | 2
O=C(CCCCCCN1C(=O)c2ccccc2C1=O)Nc1nccs1 | 1% | -5% | 7 | -6% | 2.3% | 1 | 2 | -1% | 2 | -2% | 3
O=C(Cc1n[nH]c(=O)c2ccccc12)OCC(=O)N(Cc1ccccc1)Cc1ccccc1 | 3% | 0% | 4 | x | -0.3% | 6 | -1 | -10% | 9 | 4% | u

# The results go on.
# Results follow in this order: PKM2 act | MLL CXXC-DNA inh | KCNH2 3.1 inh | Menin-MLL TR inh | B2AR arrestin | hERG WT inh | Coupling enz | USP2a inh | Giardia kill | GALK inh | TRPV1 agonist
CCC1(C)NC(=O)N(CC(=O)N2CCC(Cc3ccccc3)CC2)C1=O (stereo not given)
  x | x | 12 | x | -0.3% | 9 | x | 0% | -10 | x | 2
COc1cccc(C2C(C(=O)c3cccs3)=C(O)C(=O)N2CCN2CCOCC2)c1 (stereo not given)
  x | -1% | -26 | u | 0.4% | -2 | 0 | 1% | 12 | -2% | 1
CC1CN(c2oc(Cc3cccc4ccccc34)nc2C#N)CC(C)O1 (stereo not given)
  5% | 0% | -24 | -2%[11.7 µM] | 0.3% | 7 | -3 | -6% | -2 | 2% | x
Cc1cc(C)c(C#N)c(SCC(=O)Nc2ccc(S(=O)(=O)Nc3onc(C)c3C)cc2)n1
  3% | 0% | 32 | 18% | 0.0% | -5 | 16 | -1% | -23 | 0% | -1
Cc1ccc(Oc2ccccc2NC(=O)C2=COCCO2)cc1
  x | x | -5 | x | -0.9% | -4 | x | -2% | 0 | x | 29
